D1 antagonist – antagonists of human D1 dopamine receptor; 360,000 compounds, 3.2% hits; HEK293 TREx D1 cells, calcium flux, dopamine EC80; active compounds read low; activity change, negative = inhibition, % at 10 µM; P21728; in the data active = activity change below about -30%; note: % is set by controls: 0 for no effect and ±100 for the full control effect
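Calcium flux readout: force-coupled, inducible Hek293 Trex D1 line, cells induced overnight at 30 C with tetracycline, dye-loaded 30–90 min at RT. Antagonism scored against EC80 dopamine challenge given 180 s after compound.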
D1 potentiator – potentiators of human D1 dopamine receptor; P21728; HEK293 TREx D1 cells, calcium flux, dopamine EC20 potentiation; potentiation, % at 10 µM; 360,000 compounds, 0.036% hits; in the data active = potentiation above about 30%; note: 0% is about no effect
RXFP1 agonist – activates the human relaxin receptor RXFP1; Q9HBX9; HEK293T-RXFP1 cAMP TR-FRET, 30 min; response scale: percent of porcine relaxin response, buffer zero; 370,000 compounds, 0.3% hits; Potency, µM (top dose mostly 57.5 µM), for inactives: at the highest dose activation, most hits filed as activators; note: potency is the fitted concentration of half-maximal effect; % is set by controls: 0 for no effect and ±100 for the full control effect; nearly all actives have a fitted effect of over 60% in size; many of its hits are not listed in these tables
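HEK293T cells stably expressing RXFP1 were pretreated with the PDE4 inhibitor Ro 20174, exposed to compounds for 30 min at 37C, lysed, and cAMP was read by TR-FRET. Data normalized to buffer (basal) and 29 nM porcine relaxin (100%).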
D2 potentiator – positively modulates the human D2 dopamine receptor allosterically; 340,000 compounds, 0.34% hits; potentiation, % at 10 µM; HEK293 T-REx D2, calcium flux, EC20 dopamine potentiation; P14416;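 active = potentiation over 3 SD above the plate norm, cut at about 30% in these data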; note: 0% is about no effect
Target sequence (P14416 whole entry, looked up): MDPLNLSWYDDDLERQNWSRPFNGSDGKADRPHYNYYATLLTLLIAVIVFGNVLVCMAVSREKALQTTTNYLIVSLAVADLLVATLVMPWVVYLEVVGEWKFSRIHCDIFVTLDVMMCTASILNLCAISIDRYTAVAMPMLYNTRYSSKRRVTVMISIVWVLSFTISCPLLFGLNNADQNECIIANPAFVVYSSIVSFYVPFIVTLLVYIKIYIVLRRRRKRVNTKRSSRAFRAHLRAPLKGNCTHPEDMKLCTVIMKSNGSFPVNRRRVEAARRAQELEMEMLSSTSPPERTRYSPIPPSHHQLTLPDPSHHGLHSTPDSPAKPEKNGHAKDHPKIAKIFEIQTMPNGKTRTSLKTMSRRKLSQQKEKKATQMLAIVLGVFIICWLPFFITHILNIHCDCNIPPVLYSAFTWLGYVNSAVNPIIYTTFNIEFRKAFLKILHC
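Primary screen. Calcium kinetics in induced HEK293 T-REx D2 cells: compound pre-addition 180 s, EC20 dopamine, 180 s more.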
LDHA inh – inhibitors of human lactate dehydrogenase A. AID 1347041. purified LDHA, NADH/diaphorase-resazurin fluorescence; active compounds read low. activity change, % (values are at about 110 or 230 µM). 480,000 compounds, 0.15% hits; in the data active = activity change below about -30%; inconclusive = mostly about -25% to -30%;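 note: plate controls were DMSO wells for no effect and wells without enzyme for full effect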
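Enzyme activity of human lactate dehydrogenase 5 (2 nM; 0.06 mM NADH, 0.2 mM pyruvate, 5 min, RT) is measured via a resazurin/diaphorase fluorescence readout of residual NADH.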
Vif-A3G inh – Vif-A3G binding inhibition. HeLa A3G-eYFP + Vif (tagged APOBEC3G with the HIV-1 protein that degrades it), YFP fluorescence, overnight. Potency, µM (series often up to 46.1 µM), for inactives: at the highest dose activity, negative = active, actives largely listed as inhibitors. 410,000 compounds, 0.076% hits. AID 602310;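 note: potency is the fitted concentration of half-maximal effect; % is set by controls: 0 for no effect and ±100 for the full control effect; nearly all actives have a fitted effect of over 60% in size; hits raise eYFP signal because A3G escapes Vif-driven loss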
Target sequence (Q9HC16 whole entry, looked up): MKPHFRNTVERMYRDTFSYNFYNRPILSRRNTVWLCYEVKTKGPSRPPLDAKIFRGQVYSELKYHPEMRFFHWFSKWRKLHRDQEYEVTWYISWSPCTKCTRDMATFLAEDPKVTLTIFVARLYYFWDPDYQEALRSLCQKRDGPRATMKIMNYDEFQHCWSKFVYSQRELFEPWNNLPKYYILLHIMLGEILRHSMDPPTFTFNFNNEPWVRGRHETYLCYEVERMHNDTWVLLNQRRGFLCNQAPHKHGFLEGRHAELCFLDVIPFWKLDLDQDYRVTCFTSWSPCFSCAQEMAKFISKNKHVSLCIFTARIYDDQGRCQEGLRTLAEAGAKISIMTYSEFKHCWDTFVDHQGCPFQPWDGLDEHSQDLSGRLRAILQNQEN
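Read-out is eYFP fluorescence (Ex 488/Em 500-530) from Vif-expressing HeLa A3G-eYFP cells; more signal means A3G escaped Vif-mediated degradation. Cells plated overnight, compound pinned in, incubated overnight at 37 deg C.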
Vif-APOBEC3F blk – blocks the Vif interaction with APOBEC3F; HeLa A3F-eYFP + Vif (tagged APOBEC3F with the HIV-1 protein that degrades it), YFP fluorescence increase; Potency, µM (doses to about 46.1 µM), without a hit: at the highest dose activity, negative = active; 390,000 compounds, 0.2% hits; AID 602313; note: potency is the fitted concentration of half-maximal effect; % of control where 0% means no effect; nearly all actives have a fitted effect of over 65% in size
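HeLa cells stably expressing A3F-eYFP plus Vif, plated and incubated overnight at 37 deg C, then exposed to compounds overnight at 37 deg C. Blocked degradation read as raised yellow fluorescence (Ex 488/Em 500-530).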
Glioma ERSR ind – ER stress response induction in glioma; 420,000 compounds, 0.02% hits; Potency, µM, without a hit: at the highest dose activation, hits mostly activators; U87-MG GRP78 promoter luciferase reporter, 16 h; note: potency is the fitted concentration of half-maximal effect; series mostly up to about 76 µM; % of control where 0% means no effect; nearly all actives have a fitted effect of over 35% in size
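Stably transfected U87-MG human glioma cells carrying a GRP78-based luminescent sensor were seeded at 1000 cells/well, pin-dosed with compounds and incubated 16 h. Luciferase reagent was then added, and end-point luminescence was read after 10 min at room temperature.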
D1 agonist – agonists of human D1 dopamine receptor. AID 504660. P21728. activation, % at 2 µM. HEK293 T-REx D1 cells, calcium flux, agonist mode. 360,000 compounds, 1% hits; in the data active = activation above about 30%; note: 0% is about no effect
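Tetracycline-induced HEK293 TREx D1 cells, force-coupled to calcium signalling, were dye-loaded with a no-wash calcium kit. Compound was pin-added after a 10 s baseline. Fluorescence was read kinetically at 1 cycle/s for 180 s, with calcium rises flagged as agonism.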
* = called active by the depositor; ? = inconclusive; . = no result given; & = joins results of further samples. Unless noted, calls come from the whole dose curve; as a rule, active = well fitted curve in the direction sought with a large enough effect; inconclusive = small, poorly fitted or top-dose-only effect, or another doubt; inactive = no such curve, though single readings can be large; an effect the other way counts as inactive or inconclusive. Not all compounds are listed (hit frequency here may not be typical).

1	CC(C)(C)NC(=O)c1cc(NC(=O)c2cccs2)cc(NC(=O)c2cccs2)c1
2	CCn1nc(C(=O)Nc2nc(-c3ccccn3)cs2)c2ccccc2c1=O
3	Cn1c(CO)cnc1S(=O)(=O)Cc1ccc(Cl)cc1
4	Cc1cccc(OCc2nnc(SCC(=O)N3CCN(c4ccccc4)CC3)o2)c1C
5	COc1ccc(-c2cn3nc(N4CCCC(C(=O)NCc5ccccc5Cl)C4)sc3n2)cc1 (stereo not drawn)
6	CCCCC(CC)C(=O)Nc1ccc(C#N)cc1 (stereo not drawn)
7	COc1ccc(/C=N/n2c(-c3n[nH]c4c3CCC4)n[nH]c2=S)cc1OC
8	O=C1CC(Nc2ccc(N3CCOCC3)cc2)C(=O)N1Cc1ccccc1 (stereo not drawn)
Screen / compound no.	1	2	3	4	5	6	7	8
D1 antagonist	-2	13	-15	-7	-7	-1	-4	-6
D1 potentiator	-5	-10	-2	0	0	-1	5	-5
RXFP1 agonist	2.4%	2.6%	-0.3%	1.5%	0.4%	-0.8%	-0.3%	2.0%
D2 potentiator	-8	5	-1	-2	-5	1	7	-8
LDHA inh	-5	2&11	-2	3	-2	-1	-4	13
Vif-A3G inh	1%	-6%	-1%	0%	5%	-4%	1%	0%
Vif-APOBEC3F blk	5%	?	-4%	8%	-3%	-3%	-4%	-4%
Glioma ERSR ind	-3%	-2%	-3%	-5%	3%	0%	-3%	-2%
D1 agonist	4	1	0	4	0	6	2	0

9	C=CC(=C)CC(NC)c1ccccc1 (stereo not drawn)
10	Fc1ccc2cnc(C3=CCCCC3)cc2c1
11	CC(=O)Oc1ccc(C(C)=O)c2c1OCCO2
12	COc1cc(NC(=O)COC(C)=O)cc(OC)c1OC
13	Cc1cccc(N=Nc2c(N)n[nH]c2N)c1
14	CCCc1[nH]nc2c1C(/C(C)=C/c1ccccc1)C(C#N)=C(N)O2 (stereo not drawn)
15	Cc1cc[n+](-c2[nH]c(=O)sc2/C=N/N=C(\[O-])c2ccccc2)cc1
16	OCCNCCCCCOc1ccc(F)cc1
Screen / compound no.	9	10	11	12	13	14	15	16
D1 antagonist	18	.	-9	-3	3	-7	-24	-2
D1 potentiator	-4	.	5	0	-1	0	-10	-4
RXFP1 agonist	0.7%	.	-1.6%	0.7%	0.4%	1.6%	-2.7%	0.1%
D2 potentiator	-5	.	3	4	-2	-8	0	-10
LDHA inh	0	5	-2	-2	-2	3	-5	1
Vif-A3G inh	-4%	-1%	-6%	2%	1%	-16%	3%	1%
Vif-APOBEC3F blk	2%	2%	-1%	18%	0%	-6%	0%	1%
Glioma ERSR ind	-4%	4%	-3%	-1%	-2%	-1%	0%	0%
D1 agonist	1	.	3	0	5	1	4	0

17	O=C(CN1CCCCCC1)Nc1ccc(Cl)cn1
18	C[C@@H]1CN([C@@H](C)CO)C(=O)CCCn2nncc2CO[C@@H]1CN(C)C(=O)c1ccncc1
19	COC(=O)c1cnc(N2CCN(c3ccc(OC)cc3)CC2)c2ccccc12
20	CCN(CC(=O)Nc1ccc(NC(C)=O)cc1)C(=O)c1ccc(S(=O)(=O)N2CCCC2)cc1
21	COC(=O)c1c(NC(=O)c2c(OC)cccc2OC)sc2c1C(C(=O)OC)CC2 (stereo not drawn)
22	COc1ccc(N(CC(=O)Nc2ccc(F)c(Cl)c2)S(=O)(=O)c2c(C)noc2C)cc1
23	O=C(Nc1nnc(C2CC2)s1)C1CCCO1 (stereo not drawn)
24	CCN(CC)C(=O)c1sc2[nH]c(=S)n(-c3ccccc3)c(=O)c2c1C
Screen / compound no.	17	18	19	20	21	22	23	24
D1 antagonist	-5	.	2	.	4	-3	-16	7
D1 potentiator	-9	.	-1	.	1	-2	-10	-4
RXFP1 agonist	1.8%	.	2.3%	.	4.4%	0.3%	1.9%	11%
D2 potentiator	-4	.	9	.	-3	0	-3	4
LDHA inh	0	-9	-8	-1	-4	-10	-8	-2
Vif-A3G inh	-6%	5%	8%	1%	2%	2%	5%	1%
Vif-APOBEC3F blk	11%	-6%	1%	4%	-3%	3%	-20%	-4%
Glioma ERSR ind	-1%	-4%	-2%	0%	-1%	-10%	-1%	-2%
D1 agonist	2	.	1	.	2	2	4	8

25	CCn1cc(C(=O)N[C@@H](CC(C)C)C(=O)NCCCn2ccnc2)c(=O)c2cc3c(cc21)OCO3
26	Cc1ccc(S(=O)(=O)N2CCN(C(=O)CN3C(=O)NC4(CCOc5ccccc54)C3=O)CC2)cc1 (stereo not drawn)
27	COc1ccc(Nc2nnc(SCC(=O)Nc3ccc4[nH]c(=O)[nH]c4c3)s2)cc1
28	CCC(Sc1nc2ccccc2c2nc(CCc3c(C)n[nH]c3C)nn12)C(=O)Nc1ccc(OC)cc1 (stereo not drawn)
29	CC(=O)c1sc(NC(=O)CN2C(=O)C3CCCCC3C2=O)nc1-c1ccccc1 (stereo not drawn)
30	Cc1ccc2nsnc2c1S(=O)(=O)Nc1cccc2nsnc12
31	O=C(Nc1ccc(N2CCOCC2)cc1)c1ccc2nc(-c3ccco3)c(-c3ccco3)nc2c1
32	COC(=O)c1ccc(COc2cc([N+](=O)[O-])cc3cccnc23)o1
Screen / compound no.	25	26	27	28	29	30	31	32
D1 antagonist	7	6	-10	17	27	13	-18	1
D1 potentiator	3	9	4	1	-2	-4	-2	0
RXFP1 agonist	0.7%	0.6%	3.5%	1.0%	9.1%	3.6%	1.0%	-2.0%
D2 potentiator	-2	-5	-1	-12	-2	3	1	-19
LDHA inh	0	-3	2	-2	1	12	10	7
Vif-A3G inh	-1%	3%	-26%	-3%	-9%	-1%	-2%	0%
Vif-APOBEC3F blk	3%	1%	-4%	1%	-9%	.	-7%	-9%
Glioma ERSR ind	-3%	-1%	-6%	1%	4%	-8%	-6%	-2%
D1 agonist	5	1	1	1	1	5	3	0

33	NC(=O)[C@@H]1CCCN1Cc1nc(-c2cccs2)no1
34	COc1ccc(CCNC(=O)C(=O)NCC2OCCCN2S(=O)(=O)c2cc(C)ccc2C)cc1 (stereo not drawn)
35	COc1ccc2[nH]c3c(c2c1)CN(C)CC3
36	O=C(CN1CCCCC1)Nc1cccc([N+](=O)[O-])c1
37	CCOc1cc(C(=O)NCc2ccc3c(c2)OCO3)cc(OCC)c1OCC
38	COc1cc(C(=O)N(CCc2ccccc2)C2=CC3CCC(C2)N3C)cc(OC)c1OC (stereo not drawn)
39	Cc1cc(S(=O)(=O)NC2CC(C)(C)NC(C)(C)C2)c(Cl)cc1Cl
40	O=C(O)c1ccc(Cl)c(S(=O)(=O)Nc2ccccc2Cc2ccccc2)c1
Screen / compound no.	33	34	35	36	37	38	39	40
D1 antagonist	-5	-44*	5	0	11	-18	7	-2
D1 potentiator	-3	3	0	-1	-6	-2	-6	4
RXFP1 agonist	-0.1%	2.5%	0.5%	0.4%	-3.4%	-2.8%	-0.9%	-0.2%
D2 potentiator	-18	16	-14	-14	-14	-3	9	7
LDHA inh	-6	-3	5	-3	-2	-3	-2	-8
Vif-A3G inh	2%	-2%	0%	2%	-2%	0%	3%	-1%
Vif-APOBEC3F blk	-1%	-7%	5%	-4%	-11%	1%	11%	11%
Glioma ERSR ind	-3%	-3%	-3%	-6%	0%	-9%	-4%	-4%
D1 agonist	3	1	3	0	2	2	1	-2

Taken from above:
For RXFP1 agonist, `Cc1ccc(S(=O)(=O)N2CCN(C(=O)CN3C(=O)NC4(CCOc5ccccc54)C3=O)CC2)cc1` (stereo not drawn) reads 0.6%
For RXFP1 agonist, `CC(=O)Oc1ccc(C(C)=O)c2c1OCCO2` reads -1.6%
For RXFP1 agonist, `COc1ccc(CCNC(=O)C(=O)NCC2OCCCN2S(=O)(=O)c2cc(C)ccc2C)cc1` (stereo not drawn) reads 2.5%
For Glioma ERSR ind, `CCN(CC(=O)Nc1ccc(NC(C)=O)cc1)C(=O)c1ccc(S(=O)(=O)N2CCCC2)cc1` reads 0%
For D1 agonist, `CC(=O)c1sc(NC(=O)CN2C(=O)C3CCCCC3C2=O)nc1-c1ccccc1` (stereo not drawn) reads 1

(more compounds)
41	CC(NC(=O)c1ccc(CS(C)(=O)=O)cc1)c1cccc2ccccc12 (stereo not drawn)
42	Oc1ccc(/C=N/Nc2ccnc3cc(Cl)ccc23)c(O)c1
43	CCc1ccc(NC(=O)N2CCN(Cc3cc(=O)n4nc(-c5ccccc5OC)sc4n3)CC2)cc1
44	CC(=O)N1CCN(c2nc3c(F)cc(F)cc3s2)CC1
45	CC(C)OC(=O)CSc1nnc2n1C(C)(C)Cc1ccccc1-2
46	Cc1ccc(OCC(=O)Nc2ccc(C)c(F)c2)c([N+](=O)[O-])n1
47	CCOC(=O)c1sc(NC(=O)CCCn2nc([N+](=O)[O-])c(Cl)c2C)c(C(=O)OCC)c1C
Screen / compound no.	41	42	43	44	45	46	47
D1 antagonist	1	-14	0	.	0	3	-9
D1 potentiator	.	3	4	-1	-5	1	-1
RXFP1 agonist	4.2%	0.8%	2.3%	2.9%	2.0%	-0.2%	5.6%
D2 potentiator	-4	-9	2	-9	8	9	-5
LDHA inh	-4	-1	-4	-7	-15	-14	-3
Vif-A3G inh	-6%	-6%	-2%	4%	4%	3%	2%
Vif-APOBEC3F blk	6%	3%	-3%	10%	-5%	5%	5%
Glioma ERSR ind	-4%	-2%	-1%	1%	-1%	12%	-7%
D1 agonist	4	15	1	13	0	4	3

Some of these compounds in order of their number in LDHA inh, lowest first:
no. | Molecule | D1 antagonist | D1 potentiator | D2 potentiator | LDHA inh | Vif-A3G inh | Vif-APOBEC3F blk | D1 agonist
45 | CC(C)OC(=O)CSc1nnc2n1C(C)(C)Cc1ccccc1-2 | 0 | -5 | 8 | -15 | 4% | -5% | 0
44 | CC(=O)N1CCN(c2nc3c(F)cc(F)cc3s2)CC1 | . | -1 | -9 | -7 | 4% | 10% | 13
42 | Oc1ccc(/C=N/Nc2ccnc3cc(Cl)ccc23)c(O)c1 | -14 | 3 | -9 | -1 | -6% | 3% | 15

Screening results: PubChem, National Center for Advancing Translational Sciences (NCATS)
